# UBC13 polyUb: inhibitors of human UBC13 polyubiquitin chain formation; P61088; TR-FRET; inhibition, % at 20 µM; 330,000 compounds, 0.47% hits; AID 485273; in the data active = inhibition above about 45%, passing the limit was not always enough
# Target sequence (P61088 whole entry, looked up): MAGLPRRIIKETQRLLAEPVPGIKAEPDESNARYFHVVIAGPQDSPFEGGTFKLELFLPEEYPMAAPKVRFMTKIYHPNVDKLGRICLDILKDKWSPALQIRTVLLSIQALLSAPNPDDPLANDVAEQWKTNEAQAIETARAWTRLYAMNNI
# CXCR6 inh: blocks human CXCR6 beta-arrestin recruitment. O00574. CHO-K1 PathHunter CXCR6 beta-arrestin, luminescence. inhibition, % at 20 µM. 360,000 compounds, 0.36% hits. AID 602244; in the data active = inhibition above about 34%, passing the limit was not always enough;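 note: antagonist mode with CXCL16 agonist at 10 nM final; 0% = 10 nM CXCL16 with DMSO and 100% = unstimulated wells without agonist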
# APJ antagonist: antagonists of human APJ apelin receptor. CHO-K1 APJ beta-arrestin complementation, luminescence. inhibition, % at 20 µM. 330,000 compounds, 0.32% hits;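 active = inhibition above about 40% at 20 µM, limit read from the data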;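 note: cells challenged with 10 nM apelin-13 agonist together with compound; plate controls were apelin-13 plus DMSO wells for no effect and DMSO wells lacking apelin-13 for full effect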
# Target sequence (P35414 whole entry, looked up): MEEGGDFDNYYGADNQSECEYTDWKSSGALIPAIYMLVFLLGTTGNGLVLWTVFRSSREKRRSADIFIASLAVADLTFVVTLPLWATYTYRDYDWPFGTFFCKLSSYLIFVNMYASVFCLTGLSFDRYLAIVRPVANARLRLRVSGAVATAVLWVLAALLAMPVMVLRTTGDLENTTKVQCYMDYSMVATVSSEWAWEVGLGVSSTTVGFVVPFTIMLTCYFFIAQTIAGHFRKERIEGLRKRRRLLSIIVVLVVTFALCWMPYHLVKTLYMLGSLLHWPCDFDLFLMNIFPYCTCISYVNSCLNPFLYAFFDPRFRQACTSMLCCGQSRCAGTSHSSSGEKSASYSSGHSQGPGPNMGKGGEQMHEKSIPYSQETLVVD
# ATG4B inhibitor: blocks human ATG4B protease cleavage of LC3 substrate; ATG4B cleavage of LC3-PLA2, NBD-HPC fluorescence, 1 h; AID 504462; inhibition, % at 8.33 µM; 340,000 compounds, 0.51% hits; Q9Y4P1; in the data active = inhibition above about 40%
# CCR6 antag: antagonists of human CCR6 receptor; P51684; CHO-K1 CCR6 PathHunter beta-arrestin, luminescence, CCL20-stimulated; inhibition, % at 20 µM; 340,000 compounds, 0.49% hits; AID 493098;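 active = compounds whose inhibition of the agonist-driven luminescence signal at 20 µM reaches about 50%, limit read from the data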;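 note: cells stimulated with CCL20 at 14 nM final; plate controls were DMSO with CCL20 for no effect and DMSO without agonist for full effect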
# Target sequence (P51684 whole entry, looked up): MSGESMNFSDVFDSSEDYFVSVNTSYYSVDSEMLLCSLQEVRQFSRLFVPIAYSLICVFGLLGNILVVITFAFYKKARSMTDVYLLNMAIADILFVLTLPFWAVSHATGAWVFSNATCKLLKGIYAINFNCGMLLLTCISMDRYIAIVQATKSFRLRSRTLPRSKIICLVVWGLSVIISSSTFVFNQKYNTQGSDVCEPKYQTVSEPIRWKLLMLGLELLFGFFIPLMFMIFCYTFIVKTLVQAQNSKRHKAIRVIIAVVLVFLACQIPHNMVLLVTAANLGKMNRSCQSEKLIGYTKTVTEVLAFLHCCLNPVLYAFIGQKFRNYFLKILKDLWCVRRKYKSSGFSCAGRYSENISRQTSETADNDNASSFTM
# EBI2 antag: blocks human EBI2 receptor beta-arrestin signaling; 360,000 compounds, 0.81% hits; inhibition, % at 5 µM; EBI2 beta-arrestin recruitment, luminescence, 7a,25-OHC stimulated; in the data active = inhibition above about 38%;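 note: enzyme fragment complementation signal reports receptor beta-arrestin coupling in cells; 0% = agonist plus DMSO wells and 100% = wells without agonist; some results beyond the cut were filed as inactive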
# APJ ag: APJ receptor agonism; P35414; CHO-K1 APJ PathHunter beta-arrestin, luminescence; 0% DMSO wells, 100% apelin; activation, % at 20 µM; 330,000 compounds, 0.11% hits;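 active = activation more than six SD over the plate average, tested at 20 µM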;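 note: 0% = DMSO alone and 100% = apelin-13 at 10 nM; some results filed as inactive read as strong as hits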
#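 Assay system – PathHunter CHO-K1 APJ (AGTRL-1) beta-arrestin reporter cells · Compound – one dose, 20 µM compound, 1% DMSO · Timing – compound 90 min 25 °C, reagent 1 h · Measured by – luminescence from split beta-galactosidase complementation, Galacton Star/Emerald II substrate · Measure – beta-arrestin recruitment to APJ as agonist activity, luminescent signal · Benchmarks – DMSO vs Apelin-13 10 nM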
# Gli-Sufu antag: blocks Gli-Sufu signaling in a luciferase reporter | Sufu-KO-LIGHT fibroblasts, Gli luciferase reporter luminescence | inhibition, % at 5 µM | 340,000 compounds, 0.74% hits;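 active = inhibition above about 55%, limit read from the data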;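 note: 0% = DMSO-treated cells and 100% = wells with medium but no cells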
# * hit, by the source's call; / = no result given.
SMILES,UBC13 polyUb,CXCR6 inh,APJ antagonist,ATG4B inhibitor,CCR6 antag,EBI2 antag,APJ ag,Gli-Sufu antag
CC(=O)C1=C(O)C(=O)N(c2ccc(C(=O)O)cc2)C1c1ccccc1 (stereo not drawn),2,4,11,-10,3,0,-3,3
OCC[C@H]1C[C@@H](O)[C@H](O)[C@]2(Cc3ccccc3CO2)O1,-6,-5,12,-8,5,-6,5,9
COC(CNC(=S)Nc1ccc([N+](=O)[O-])cc1)OC,4,8,20,-5,16,3,-3,-14
CC(=O)Nc1cccc(OCc2cnc(Cl)s2)c1,-5,-5,-13,-2,-3,6,-1,-6
O=C(Nc1ccc(Cc2ccncc2)cc1)c1ccc(Cl)c([N+](=O)[O-])c1,-8,-7,-28,0,-3,4,8,-1
O=C(CSc1nccn1Cc1ccccc1)NCc1ccccc1,-11,-2,-10,2,0,-3,1,-3
N=C1C(=O)OCC1c1ccccc1NC(=O)CN1CCCCC1 (stereo not drawn),-5,5,4,-5,-13,-3,-3,3
CCOC(=O)COc1ccc(C)cc1-c1ccno1,4,-1,17,1,-4,-1,-1,0
O=C(NC1CCCCC1)c1cc(-c2ccc(Cl)cc2)on1,6,-6,5,3,0,-2,-3,-20
COCc1c(C(=O)N/N=C(/C)c2ccccc2)nnn1-c1nonc1N,-6,-6,-15,2,3,12,-1,5
COc1cc(S(=O)(=O)N(Cc2cccs2)CC2CCCO2)ccc1-n1cnnn1 (stereo not drawn),1,-14,15,-9,7,4,-4,-1
CC1(C)Cc2c(sc3nc(-c4ccccc4)oc(=O)c23)CO1,10,-4,-10,6,-14,-10,-1,-8
COc1ccccc1NC1=C(Cl)C(=O)OC1OC(=O)c1ccco1 (stereo not drawn),3,2,0,4,-9,-3,-3,3
N#CC1(c2ccccc2)CCC(=NNS(=O)(=O)c2ccccc2)CC1 (stereo not drawn),2,4,1,2,3,7,-3,-27
Cc1c(C=O)c(Cl)n(C)c(=O)c1C#N,-22,-5,-6,-5,-2,-1,5,7
CCCc1nc(SCC(=O)N2CCC(Cc3ccccc3)CC2)c2c(=O)n(C)c(=O)n(C)c2n1,12,18,6,-3,7,-23,6,8
CCOC(=O)N1CCN(c2c(N3CCN(c4ccc(F)cc4)CC3)c(=O)c2=O)CC1,-7,4,-2,-5,7,-8,0,0
CCOC(=O)c1cc(CNC(=O)c2c(C)oc3c2CCCC3)c(C)o1,-3,0,-2,1,11,-2,-2,3
COc1ccc(-n2c(C)cc(C(=O)CN3CCC(C)CC3)c2C)cc1,0,2,-17,-4,9,6,-1,14
CCSC1=NCCN1S(=O)(=O)c1ccc(Cl)cc1,-14,-6,-17,-3,10,-3,-5,2
CCN(CC(=O)Nc1c(Cl)cccc1Cl)C(=O)C1CCN(c2ncnc3sc(C)c(C)c23)CC1,2,2,23,-3,6,-6,-1,10
CCN1C(=O)C(CC(=O)Nc2ccc(F)cc2)N(Cc2cccs2)C1=S (stereo not drawn),6,3,3,3,-12,6,0,4
CCOC(=O)C1CCN(C(=O)CCNC(=O)Cn2ccc3ccccc3c2=O)CC1,3,-5,-2,-4,-2,-10,-4,1
CCn1c(=N)n(CCOc2ccc(OC)cc2)c2ccccc21,-5,-4,4,-5,8,2,-4,12
O=C(NCc1ccccc1Cl)c1ccc2c(c1)OCO2,5,-2,5,1,12,8,-6,0
Cn1c(SCC(=O)N2CCN(c3ccccc3)CC2)nnc1-c1ccco1,8,-6,-9,6,0,3,-3,-1
COc1ccc(/C=N\NC(=O)c2ccc(F)cc2)cc1COc1cc(F)ccc1[N+](=O)[O-],-11,-5,2,-3,0,7,14,8
Cc1cccc(OCC(O)CN2CCOCC2)c1 (stereo not drawn),-6,-3,15,7,-1,-10,-2,-4
CC(=O)c1ccc(NC(=O)c2noc3c2CCCCC3)cc1,-3,-13,10,-7,15,1,-5,-120
Cc1ccc(P(=O)(CSC(=N)N)c2ccc(C)cc2)cc1,19,19,21,-4,21,14,-5,-29
NC(=O)CSc1ccc(-c2ccc(F)cc2)nn1,2,-1,1,5,-5,-5,-1,-6
COc1ccc(C)cc1NC(=O)C(C)N(c1ccc(C)cc1)S(C)(=O)=O (stereo not drawn),15,3,-4,-6,-4,0,-5,1
COc1ccccc1CN1CCN(C(=O)c2ccncc2)CC1,-16,2,1,-11,0,-8,-1,1
O=C(NNC(=S)Nc1ccc(Br)cc1)c1ccccc1Br,-13,12,29,5,10,9,-8,-16
CCN(CC)S(=O)(=O)c1ccc(S(=O)(=O)N2CCCC2C(=O)O)cc1 (stereo not drawn),-12,-6,36,9,-3,-1,-3,2
Cc1ccc(S(=O)(=O)NCC(=O)OCc2nnc(-c3ccccc3)o2)cc1C,-2,-14,1,-2,-1,2,-2,1
CCOc1ccc(C(=O)N/N=C(/C)C2C(=O)c3ccccc3C2=O)cc1,-22,20,23,5,29,10,-5,1
O=C(CCC(=O)c1cccs1)NCc1ccccc1Cl,-3,3,3,7,-3,4,-1,0
COc1cc(/C=C2/SC(=S)N(Cc3ccccc3)C2=O)ccc1OS(C)(=O)=O,-4,1,3,-2,15,4,-1,/
CCn1c2ccccc2c2cc(NC(=O)c3coc(=O)c(Br)c3)ccc21,-56,8,-5,/,/,3,-1,/
COc1ccc(/C=N/N=C/c2ccc(OC)c(OC)c2)cc1OC,-4,-3,-15,-6,-2,2,-1,7
COc1ccc(/C=N/NC(=O)C(C)n2cnc3ccccc3c2=O)cc1 (stereo not drawn),-7,-5,-2,-1,2,-7,3,-4
CC(C)N(C(=O)[C@H]1C[C@H](CC(=O)NCc2ccco2)C(=O)N2CCc3c([nH]c4cc(CCC(=O)N(C)C)ccc34)[C@]12C)C(C)C,/,-6,/,-11,19,-13,/,-1
COc1ccc(-n2cccc2/C=C/[N+](=O)[O-])cc1,-14,-2,-22,11,12,8,0,16
CCc1nc(SCC(=O)N2c3ccccc3CC2C)c2c(C)c(C)sc2n1 (stereo not drawn),6,7,9,83*,7,24,0,16

# Compounds from the list above containing bromine (two):
SMILES,UBC13 polyUb,CXCR6 inh,APJ antagonist,ATG4B inhibitor,CCR6 antag,EBI2 antag,APJ ag,Gli-Sufu antag
O=C(NNC(=S)Nc1ccc(Br)cc1)c1ccccc1Br,-13,12,29,5,10,9,-8,-16
CCn1c2ccccc2c2cc(NC(=O)c3coc(=O)c(Br)c3)ccc21,-56,8,-5,/,/,3,-1,/

# Further structures
SMILES,UBC13 polyUb,CXCR6 inh,APJ antagonist,ATG4B inhibitor,CCR6 antag,EBI2 antag,APJ ag,Gli-Sufu antag
COC(=O)c1ccccc1NC(=O)CN(CCc1ccccc1)S(C)(=O)=O,10,-6,-7,-6,15,4,-3,6
COc1ccc2c(c1)[C@H]1[C@H](CO2)[C@H](c2ccccc2)[C@]2(C)C(=O)Nc3ccc(Cl)cc3C(=O)N12,/,9,/,2,-6,13,/,13
CC1CCc2cc(F)cc3c(O)c(C(=O)NCCN(C)C)c(=O)n1c23 (stereo not drawn),36,6,-21,-10,-8,4,0,-4
O=C(NCC1CCCO1)c1cc(C(=O)C2CC2)c[nH]1 (stereo not drawn),-16,-10,12,-4,-6,-5,-2,2
O=C(Cc1ccc([N+](=O)[O-])cc1)NCc1ccncc1,5,-1,-8,-1,-3,6,-4,9
O=C(O)CCN1C(=O)C2C3c4ccccc4C(c4ccccc43)C2C1=O (stereo not drawn),-8,8,8,-9,11,-5,9,5
CN1CCN(c2nc3c(c(=O)n(C)c(=O)n3C)n2Cc2ccc(Cl)cc2)CC1,6,12,-13,1,0,-5,-1,45
COc1ccc(N(CC(=O)Nc2ccccc2C)S(=O)(=O)c2ccccc2[N+](=O)[O-])c(OC)c1,-5,8,-4,0,11,4,-2,10
CCC1(C)Cc2ccccc2-c2nc(NCCO)n(-c3ccc(C)cc3)c(=O)c21 (stereo not drawn),13,2,22,-7,24,5,6,-4
CC(=O)c1ccc(-n2nncc2-c2ccc([N+](=O)[O-])cc2)cc1,-19,7,-16,7,2,0,2,-11
CCCCn1c(SCC(=O)N2c3ccccc3Sc3ccccc32)nc2c1c(=O)n(C)c(=O)n2C,-14,13,13,1,6,33,0,9
CCOC(=O)C1=C(CN2CCN(C(=O)c3ccco3)CC2)NC(=O)NC1c1ccc(C)cc1 (stereo not drawn),6,-2,0,-2,14,-8,-3,-1
COc1ccc(/C=N/NC(=O)c2ccc3c(c2)OCCO3)c(OC)c1,-6,4,0,2,1,-6,2,-2
CN(CCC(=O)Nc1ccc(Br)cc1)Cc1ccccc1,12,0,13,1,5,-9,-2,22
COc1ccc(/C(N)=N/O)c(OC)c1,-6,5,7,-6,-10,-7,0,-1
Cc1ccc(C(=O)OCC(=O)NC2CCS(=O)(=O)C2)c(C)c1 (stereo not drawn),-2,4,3,3,8,4,1,3
O=C(CCNS(=O)(=O)c1ccc(Br)s1)N1CCCCC1,3,5,4,-2,-19,5,-3,0

# Among those listed so far, seven contain a nitro group on carbon.
SMILES,UBC13 polyUb,CXCR6 inh,APJ antagonist,ATG4B inhibitor,CCR6 antag,EBI2 antag,APJ ag,Gli-Sufu antag
COC(CNC(=S)Nc1ccc([N+](=O)[O-])cc1)OC,4,8,20,-5,16,3,-3,-14
O=C(Nc1ccc(Cc2ccncc2)cc1)c1ccc(Cl)c([N+](=O)[O-])c1,-8,-7,-28,0,-3,4,8,-1
COc1ccc(/C=N\NC(=O)c2ccc(F)cc2)cc1COc1cc(F)ccc1[N+](=O)[O-],-11,-5,2,-3,0,7,14,8
COc1ccc(-n2cccc2/C=C/[N+](=O)[O-])cc1,-14,-2,-22,11,12,8,0,16
O=C(Cc1ccc([N+](=O)[O-])cc1)NCc1ccncc1,5,-1,-8,-1,-3,6,-4,9
COc1ccc(N(CC(=O)Nc2ccccc2C)S(=O)(=O)c2ccccc2[N+](=O)[O-])c(OC)c1,-5,8,-4,0,11,4,-2,10
CC(=O)c1ccc(-n2nncc2-c2ccc([N+](=O)[O-])cc2)cc1,-19,7,-16,7,2,0,2,-11

# Looked up above.
# CCOC(=O)COc1ccc(C)cc1-c1ccno1 – CXCR6 inh: -1
# CCCCn1c(SCC(=O)N2c3ccccc3Sc3ccccc32)nc2c1c(=O)n(C)c(=O)n2C – ATG4B inhibitor: 1

# Sorted by SMILES length (smallest number first): three of the compounds above.
SMILES,UBC13 polyUb,CXCR6 inh,APJ antagonist,ATG4B inhibitor,CCR6 antag,EBI2 antag,APJ ag,Gli-Sufu antag
COc1ccc(/C=N/NC(=O)c2ccc3c(c2)OCCO3)c(OC)c1,-6,4,0,2,1,-6,2,-2
CCCCn1c(SCC(=O)N2c3ccccc3Sc3ccccc32)nc2c1c(=O)n(C)c(=O)n2C,-14,13,13,1,6,33,0,9
COc1ccc(N(CC(=O)Nc2ccccc2C)S(=O)(=O)c2ccccc2[N+](=O)[O-])c(OC)c1,-5,8,-4,0,11,4,-2,10
